pPAFAH inh – pPAFAH enzyme inhibitors, primary screen, biochemical, fluorescence polarization, human. AID 463082, 2010. inhibition, % at 3.39 µM. Platelet-activating factor acetylhydrolase (Homo sapiens), Q13093. recombinant pPAFAH, FP-rhodamine probe fluorescence polarization. 1.5% of 330,000 active;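 active = inhibition above the mean inhibition across the screen plus 3 SD, cut at about 25% in these data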;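 note: inhibitors block binding of the rhodamine activity-based probe so polarization drops; 0% = enzyme with DMSO and 100% = wells lacking pPAFAH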
GSTO1 inh – inhibitors of recombinant GSTO1, primary screen, counter-screen for RBBP9 inhibitor project, biochemical, fluorescence polarization. Glutathione S-transferase omega-1 (Homo sapiens), P78417. activity-based probe fluorescence polarization. inhibition, % at 5.96 µM. 1.1% of 300,000 active. AID 1974, 2009;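 active = inhibition above the campaign mean inhibition plus 3 SD, cut at about 35% in these data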;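 note: 0% = GSTO1-1 with DMSO and 100% = wells lacking GSTO1-1 enzyme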
Target sequence (P78417 whole entry, looked up): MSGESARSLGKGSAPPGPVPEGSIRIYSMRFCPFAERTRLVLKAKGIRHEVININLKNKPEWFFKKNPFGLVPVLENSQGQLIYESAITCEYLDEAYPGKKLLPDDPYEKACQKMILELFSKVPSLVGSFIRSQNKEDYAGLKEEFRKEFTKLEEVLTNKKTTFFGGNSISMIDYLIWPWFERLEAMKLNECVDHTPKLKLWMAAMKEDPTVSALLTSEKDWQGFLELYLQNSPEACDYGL
LYPLA1 inh – LYPLA1 inhibitors, primary screen, counter-screen for PME1 inhibitor project, biochemical, fluorescence polarization, FP-Rh probe ABPP; inhibition, % at 5.9 µM; recombinant LYPLA1; Acyl-protein thioesterase 1 (Homo sapiens), O75608; 0.16% of 320,000 active;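 active = inhibition above the mean of all tested compounds plus 3 SD, set per campaign, cut at about 14% in these data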;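 note: inhibitors block serine hydrolase probe labeling of LYPLA1 so polarization falls; 0% = enzyme with DMSO and 100% = wells lacking LYPLA1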
Target sequence (O75608 whole entry, looked up): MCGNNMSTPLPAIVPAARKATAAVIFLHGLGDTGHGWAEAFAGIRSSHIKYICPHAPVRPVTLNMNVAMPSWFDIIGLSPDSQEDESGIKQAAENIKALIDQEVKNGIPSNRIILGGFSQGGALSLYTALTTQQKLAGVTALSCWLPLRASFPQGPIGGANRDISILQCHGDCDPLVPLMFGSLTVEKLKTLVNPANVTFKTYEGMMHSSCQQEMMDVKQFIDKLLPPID
Fam108B inh – mouse Fam108B serine hydrolase inhibitors, primary screen, counter-screen for RBBP9 inhibitor project, biochemical, fluorescence polarization; recombinant Fam108B, FP-Rh probe fluorescence polarization; inhibition, % at 9.51 µM; 0.33% of 300,000 active;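 active = inhibition above the screen mean inhibition plus 3 SD, computed separately per campaign, cut at about 18% in these data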;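 note: inhibitors lower polarization as less probe binds the enzyme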
PME-1 primary – PME-1 inhibitors via competitive probe labeling, primary screen, biochemical, fluorescence polarization, FP-Rh probe, HTS | Protein phosphatase methylesterase 1 (Homo sapiens), Q9Y570 | recombinant PME-1 | inhibition, % at 5.9 µM | 0.53% of 320,000 active;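 active = inhibition above the campaign mean of all compounds plus 3 SD, cut at about 26% in these data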;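 note: competitive labeling of PME-1 active site by serine hydrolase directed probe; 0% = PME-1 with DMSO and 100% = wells lacking PME-1 enzyme; inhibitors block probe labeling so polarization falls and inhibition rises; many of its hits are not listed in these tables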
Target sequence (Q9Y570 whole entry, looked up): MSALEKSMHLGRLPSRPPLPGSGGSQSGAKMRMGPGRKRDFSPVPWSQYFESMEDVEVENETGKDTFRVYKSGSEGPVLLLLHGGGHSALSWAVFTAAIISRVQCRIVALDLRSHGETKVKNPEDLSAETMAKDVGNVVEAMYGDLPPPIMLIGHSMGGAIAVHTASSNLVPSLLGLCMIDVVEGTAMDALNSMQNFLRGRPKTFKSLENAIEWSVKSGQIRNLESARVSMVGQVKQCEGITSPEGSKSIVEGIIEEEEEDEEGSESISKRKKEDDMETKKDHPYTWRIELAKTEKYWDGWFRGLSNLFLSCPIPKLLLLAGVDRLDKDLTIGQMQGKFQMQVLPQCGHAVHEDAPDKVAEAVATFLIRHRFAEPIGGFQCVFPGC
PAFAH1B2 inh – PAFAH1B2 enzyme inhibitors, primary screen, biochemical, fluorescence polarization, human. Platelet-activating factor acetylhydrolase IB subunit alpha2 (Homo sapiens), P68402. recombinant PAFAH1B2, FP-rhodamine activity probe. inhibition, % at 3.39 µM. 1.2% of 340,000 active. AID 492953, 2010;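 active = inhibition above the mean of all tested compounds plus 3 SD, cut at about 24% in these data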;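 note: 0% = enzyme with DMSO and 100% = wells lacking PAFAH1B2; many of its hits are not listed in these tables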
PAFAH1B3 FP inh – PAFAH1B3 enzyme inhibitors, primary screen, biochemical, fluorescence polarization, human; inhibition, % at 3.39 µM; AID 492972, 2010; 0.28% of 340,000 active; Platelet-activating factor acetylhydrolase IB subunit alpha1 (Homo sapiens), Q15102; recombinant PAFAH1B3, FP-rhodamine probe;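 active = inhibition above the screen-wide average of all tested compounds plus 3 SD, cut at about 25% in these data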;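 note: 0% = enzyme with DMSO only and 100% = wells lacking PAFAH1B3 protein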
PAD4 FP inh – human PAD4 inhibitors, primary screen, biochemical, fluorescence polarization, 1536-well format. recombinant PAD4, RCA probe fluorescence polarization. 0.41% of 330,000 active. Protein-arginine deiminase type-4 (Homo sapiens), Q9UM07. inhibition, % at 6.36 µM;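 active = percent inhibition above a cutoff equal to the mean of all tested compounds plus 3 SD, cut at about 15% in these data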;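 note: 0% = PAD4 with RCA probe and DMSO and 100% = probe without PAD4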
PAFAH2 inh – PAFAH2 enzyme inhibitors, primary screen, biochemical, fluorescence polarization, human. inhibition, % at 3.39 µM. 0.99% of 340,000 active. recombinant PAFAH2, FP-rhodamine activity probe. Platelet-activating factor acetylhydrolase 2, cytoplasmic (Homo sapiens), Q99487. AID 492956, 2010;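 active = inhibition above the mean over all tested compounds plus 3 SD, cut at about 30% in these data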;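 note: inhibitors block probe labeling of enzyme so polarization drops; 0% = enzyme with DMSO and 100% = wells lacking PAFAH2 protein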
* hit, by the source's call; . = no result given.

Every second line gives: LYPLA1 inh | pPAFAH inh | Fam108B inh | PAD4 FP inh | GSTO1 inh | PAFAH1B2 inh | PAFAH2 inh | PME-1 primary | PAFAH1B3 FP inh
(1) CN1C2CCC1C(COC(=O)c1ccccc1)C(O)C2 (stereo unspecified)
    -1 | 7 | 1 | -4 | 9 | 10 | 2 | 2 | 6
(2) O=c1[nH]c(=S)n(CCC2=CCCCC2)c(O)c1C=NCCCn1ccnc1
    -8 | 4 | -23 | -6 | 1 | 10 | -13 | -15 | -12
(3) CN1CC=C2C(C#N)=C(N)C(C#N)(C#N)C(c3ccncc3)C2C1 (stereo unspecified)
    10 | 14 | 6 | 27* | 13 | 17 | 16 | 8 | 20
(4) CCN(CC)C(=O)c1ccc(NC(=O)c2cc(-n3cnnc3)ccc2Cl)cc1
    1 | -5 | 2 | -4 | -2 | 0 | 1 | -9 | 0
(5) N#CC1=C(N)Oc2c(c(=O)sc3ccccc23)C1c1cccnc1 (stereo unspecified)
    -2 | 0 | 1 | -4 | 0 | 1 | 9 | 7 | 8
(6) CCc1ccc(CN2CCCC(C(=O)c3sccc3C)C2)o1 (stereo unspecified)
    -1 | -3 | 1 | 3 | 5 | 3 | -2 | 0 | 7
(7) Cc1ccc(N2C(=O)/C(=C/c3ccc(CN(CCC#N)S(C)(=O)=O)o3)C(=O)NC2=S)cc1C
    -6 | 32* | 1 | -23 | 16 | . | . | -7 | .
(8) O=C(CN1CCCC1=O)Nc1ccccc1
    3 | 6 | 5 | -3 | 5 | 2 | 1 | 4 | 0
(9) CCOc1cc(C(=O)N2CCC3(CC2)OCCO3)cc(OCC)c1OCC
    1 | -3 | 3 | 0 | -3 | 2 | -3 | -1 | -4
(10) COc1ccc(C(=O)c2nc3ccccc3n2C(C)C)cc1OC
    3 | 3 | -4 | -1 | 0 | 0 | -3 | 10 | 3
(11) C[C@H]1CC[C@@H]2[C@@H](C)[C@H]3[C@H](C[C@H]4[C@@H]5CC=C6C[C@@H](O[C@@H]7O[C@H](CO)[C@H](O)[C@H](O[C@@H]8O[C@H](CO)[C@@H](O)[C@H](O)[C@H]8O)[C@H]7O[C@@H]7O[C@@H](C)[C@H](O)[C@@H](O)[C@H]7O)CC[C@]6(C)[C@H]5CC[C@]34C)N2C1
    -3 | -4 | 0 | 2 | -5 | -5 | -11 | -7 | -5
(12) COC(=O)C(O)(c1c(C)[nH]n(-c2ccccc2)c1=O)C(F)(F)F (stereo unspecified)
    2 | 0 | 2 | 4 | 50* | 7 | 1 | 1 | 5
(13) CC(C)c1ccc(OCC(=O)N2CCCN(C)CC2)cc1
    -3 | 11 | 0 | -4 | -2 | 2 | 5 | 0 | 9
(14) CN1CCN(c2ccc3nccnc3c2)CC1
    1 | 4 | 1 | -3 | 11 | 2 | -12 | 0 | 10
(15) O=NN1CCCCC1
    -1 | 0 | . | 0 | . | -3 | 7 | -2 | 0
(16) CCC1(CC)C(=O)C=CNC1=O
    -2 | 2 | 0 | 0 | 2 | 5 | 2 | -4 | 11
(17) CCN1CCN(c2ccc([N+](=O)[O-])cc2C=C2C(=O)NC(=O)NC2=O)CC1
    3 | -1 | 0 | -5 | 9 | 8 | 3 | 2 | 8
(18) Cc1oc(-c2cccs2)nc1CSCC(=O)N1CCC2(CC1)OCCO2
    0 | 7 | 1 | -1 | -2 | -4 | -4 | 2 | 5
(19) COc1cc2c(cc1OC)CC[N+](C)=C2
    -1 | 6 | -5 | 0 | -5 | 2 | -1 | -8 | 13
(20) COc1ccc(NC(c2ccccc2F)P(=O)(Oc2ccccc2)Oc2ccccc2)cc1 (stereo unspecified)
    -4 | 2 | 2 | 3 | -1 | 5 | -1 | 0 | 5

Of the compounds above, these have fluorine.
Every second line gives: LYPLA1 inh | pPAFAH inh | Fam108B inh | PAD4 FP inh | GSTO1 inh | PAFAH1B2 inh | PAFAH2 inh | PME-1 primary | PAFAH1B3 FP inh
(12) COC(=O)C(O)(c1c(C)[nH]n(-c2ccccc2)c1=O)C(F)(F)F (stereo unspecified)
    2 | 0 | 2 | 4 | 50* | 7 | 1 | 1 | 5
(20) COc1ccc(NC(c2ccccc2F)P(=O)(Oc2ccccc2)Oc2ccccc2)cc1 (stereo unspecified)
    -4 | 2 | 2 | 3 | -1 | 5 | -1 | 0 | 5

Continuation:
Every second line gives: LYPLA1 inh | pPAFAH inh | Fam108B inh | PAD4 FP inh | GSTO1 inh | PAFAH1B2 inh | PAFAH2 inh | PME-1 primary | PAFAH1B3 FP inh
(21) COc1cc(O)c(C(=O)O)c(-c2cc(O)c(O)cc2C)c1
    3 | 14 | 5 | 1 | 64* | -1 | 11 | -2 | 11
(22) Brc1ccc(Oc2ccc(Br)cc2Br)c(Br)c1
    -1 | -2 | . | -4 | . | 0 | 4 | -6 | 7
(23) Cc1ccc2cccc(OC(=O)N(C)c3ccccc3)c2n1
    4 | 5 | -4 | 4 | -2 | 3 | 3 | 0 | 2
(24) O=C1NC(=O)C(Cc2cccs2)C(=O)N1
    -3 | 3 | -1 | -2 | -1 | 5 | -2 | 5 | 6
(25) N[C@@H](Cc1c[nH]c2ccccc12)c1nnc(SCc2ccc(Cl)cc2)o1
    1 | 6 | -1 | -4 | 2 | 16 | 13 | 4 | 12
(26) CCCCCSc1cc(OC)c(CCNC)cc1OC
    -3 | 2 | 3 | -5 | 5 | 6 | 1 | -4 | -3
(27) CC1OC(C[N+](C)(C)C)CC1O (stereo unspecified)
    -1 | 4 | 4 | -1 | 3 | -3 | -6 | 2 | -2
(28) COc1ccc(C(=O)C2(C)N(O)C(C)C(c3cccs3)=[N+]2[O-])cc1 (stereo unspecified)
    -2 | 7 | -1 | 5 | 2 | 6 | 4 | 3 | 2
(29) CN1CC[C@]23c4c5ccc(O)c4OC2C(O)C=CC3[C@H]1C5 (stereo partly specified)
    . | 5 | . | 6 | . | -1 | -5 | . | 7
(30) COC(=O)C1=C(c2cc3ccccc3s2)C[C@@H]2CC[C@H]1N2C(=O)NC1CC1
    1 | -2 | 2 | 3 | 2 | 1 | 3 | 3 | 6
(31) CCCc1nc2ccccc2c(=O)n1-c1ccccc1OC
    1 | 5 | -3 | -2 | 9 | 2 | 5 | 2 | 6
(32) O=C1NC(=O)C(CCc2ccccn2)(Cc2ccc3c(c2)OCO3)C(=O)N1CCc1ccccc1 (stereo unspecified)
    5 | 3 | -2 | 4 | 3 | 5 | 1 | -9 | 7
(33) CCCCCC[N+](=O)[O-]
    -1 | 0 | . | -3 | . | 10 | -1 | -4 | 8
(34) N#CCCCCC#N
    . | 2 | . | -2 | . | -1 | 1 | . | 13
(35) CN1C2CCC1CC(OC(=O)c1ccc(Cl)cc1)(C(=O)O)C2 (stereo unspecified)
    7 | 6 | 0 | 1 | -1 | 8 | -14 | 2 | 0
(36) C[C@]12CCC(=O)C=C1CCC1C2CC[C@@]2(C)C1CC[C@@H]2O (stereo partly specified)
    . | 1 | . | 2 | . | 2 | 1 | . | -3
(37) O=C(NC(Oc1ccccc1)C(Cl)(Cl)Cl)c1ccccc1 (stereo unspecified)
    -1 | 3 | -5 | -4 | -8 | 5 | -4 | 0 | -2
(38) CN1CCN(Cc2nc3ccccc3n2C)CC1
    -1 | -3 | -5 | -1 | 3 | 5 | -3 | 0 | 3
(39) COc1ccc(OC)c(N2C(=O)NC(=O)C(CCc3ccncc3)(CCc3ccncc3)C2=O)c1
    0 | 4 | -10 | 7 | 3 | 4 | 6 | 3 | 7
(40) COP(=O)(OC)/C(C=O)=N/Nc1ccc([N+](=O)[O-])cc1
    2 | -1 | 4 | -5 | 5 | 10 | 0 | 7 | 11

Some of the entries so far, in transposed form:
26	CCCCCSc1cc(OC)c(CCNC)cc1OC
24	O=C1NC(=O)C(Cc2cccs2)C(=O)N1
15	O=NN1CCCCC1
3	CN1CC=C2C(C#N)=C(N)C(C#N)(C#N)C(c3ccncc3)C2C1 (stereo unspecified)

Compound,26,24,15,3
LYPLA1 inh,-3,-3,-1,10
pPAFAH inh,2,3,0,14
Fam108B inh,3,-1,.,6
PAD4 FP inh,-5,-2,0,27*
GSTO1 inh,5,-1,.,13
PAFAH1B2 inh,6,5,-3,17
PAFAH2 inh,1,-2,7,16
PME-1 primary,-4,5,-2,8
PAFAH1B3 FP inh,-3,6,0,20

The list continues:
Every second line gives: LYPLA1 inh | pPAFAH inh | Fam108B inh | PAD4 FP inh | GSTO1 inh | PAFAH1B2 inh | PAFAH2 inh | PME-1 primary | PAFAH1B3 FP inh
(41) CCCCn1c(O)c(C(CC)=NCCN2CCCCC2)c(=O)[nH]c1=O
    -3 | 0 | 2 | 4 | 0 | -1 | -10 | -1 | -1
(42) CCN1C[C@]2(C)CC[C@H](OC)[C@]34C2[C@H](OC(C)=O)[C@@]2(OCO[C@@]25C[C@H](OC)[C@H]2C[C@]3(O)C5[C@H]2OC)[C@@H]14
    -3 | -3 | -3 | -1 | 5 | 0 | -1 | 1 | -1
(43) COc1cc2c3c(c1OC)-c1cc(O)ccc1CC3NCC2 (stereo unspecified)
    -1 | 6 | -4 | -1 | 2 | 4 | 5 | 1 | 12
(44) COCCN1Cc2cc(=O)n3c([nH]c4ccccc43)c2C1=N
    -1 | 11 | 4 | -4 | 20 | -5 | 11 | 2 | 4
(45) O=C(COc1ccccc1)N1CCN(CC(O)COc2ccccc2)CC1 (stereo unspecified)
    2 | 2 | 2 | -3 | -2 | 5 | -3 | 2 | 3
(46) CCC(C)(C)c1ccc(O)cc1
    -3 | -3 | . | -1 | . | 18 | 5 | 2 | 4
(47) CCCC[n+]1cc(/N=C(\[O-])OC)on1
    2 | 3 | -4 | 4 | -3 | -1 | 1 | 2 | 8
(48) COc1ccc(-c2cc(=O)c3c(OC)c(OC)c(OC)cc3o2)cc1
    -1 | -1 | 1 | -2 | -3 | 7 | 5 | 0 | 13

Screening results (PubChem BioAssay)

Not all compounds are listed; the hit share may differ from the screen's.
